Compound activity (PubChem BioAssay)
HIV RNase H inh – blocks HIV-1 RNase H cleavage of RNA/DNA duplex; P04585; RT-RNase H RNA/DNA duplex cleavage, fluorescence; inhibition, % at 10 µM; actives 1.9% (n = 65,000); in the data active = inhibition above about 50%
RmlCD inh mix – RmlC/RmlD inhibition, mixture screen | RmlC/RmlD coupled enzyme inhibition, 384-well mixture HTS | inhibition, % at 5.5 µM | actives 0.39% (n = 110,000); in the data active = inhibition above about 30%, passing the limit was not always enough; note: strong numbers were not always called active
Numbers without * were called inactive; i = inactive; . = no result given.

SMILES,HIV RNase H inh,RmlCD inh mix
Cc1[nH]cnc1CSCCN,-9,11
Cc1cc(S(=O)(=O)NC2CCCCC2)ccc1OCC(=O)NCc1cccnc1,.,10
CC1(C)Cc2nc3sc4c(=O)[nH]cnc4c3cc2CS1,-10,3
COc1ccccc1NC(=O)c1oc2ccc(C)cc2c1C,-21,4
CC1=CC(c2ccccc2)n2nc(N3C(=O)CCC3=O)nc2N1 (centres undefined),.,0
CSc1c(-c2ccccc2)nc2ccccc2c1C(=O)O,.,-9
COc1ccc(NC(=O)C(C)Sc2ccccc2)cc1 (centres undefined),.,25
Cc1ccccc1OCC(=O)NCC(=O)OCC(=O)c1ccc2ccccc2c1,.,-14
COC(=O)c1c(NC(=O)c2ccccc2N(C)S(=O)(=O)c2ccccc2)sc2c1CCCC2,.,9
CCOC(=O)Cc1c(C)nc2c(-c3ccccc3)c(C)nn2c1C,.,32
CCCCCC(=O)N(CN1C(=O)CCC1=O)c1ccccc1,5,-9
O=C1C2C(C(=O)N1CC1CCCO1)C1C=CC2C12CC2 (centres undefined),1,-8

New compounds follow
SMILES,HIV RNase H inh,RmlCD inh mix
O=C(CSc1ccc2nnc(-c3ccncc3)n2n1)Nc1ccc2c(c1)OCCO2,-1,9
CC1(c2nnc(-c3ccccc3)o2)CC(c2cccnc2)=NO1 (centres undefined),.,9
Cc1ccc(Cn2ncc3c(N4CCN(c5ccccc5C)CC4)ncnc32)cc1,-4,5
O=C(O)CC(NS(=O)(=O)c1cccc2nsnc12)c1ccc(F)cc1 (centres undefined),-14,4
CN(C)CCCNC1CS(=O)(=O)CC1O (centres undefined),.,11
COc1ccc(CCNC(=O)CN2CCN(c3cccc(C(F)(F)F)c3)CC2)cc1,.,-45
COc1ccc(N(CC(=O)N2CCCC(C)C2)S(=O)(=O)c2c(C)nn(C)c2C)cc1 (centres undefined),-10,-3
CCN(CC)C(=O)CSc1ncnc2c(-c3cccs3)nsc12,-5,-7
Cc1cc(=O)n(C)c(=O)n1CCCCCN1CCCC1,3,6
COc1ccc(OP(=O)(Nc2ccccc2)Nc2ccccc2)cc1,.,-24
CCOc1cc(C#N)c(NC(=O)CSc2nnnn2-c2ccc(OC)cc2)cc1OCC,-71,1
Cc1ccccc1-n1c(C)cc(/C=N/NC(=O)c2ccncc2)c1C,.,9

More records
SMILES,HIV RNase H inh,RmlCD inh mix
N#Cc1cc(-c2ccccc2)nnc1Oc1ccccc1,.,-6
O=C(NCc1ccco1)c1cc(S(=O)(=O)N2CCOCC2)c(Cl)cc1Cl,-12,-8
CC(=O)NC1C(=O)N(C)c2ccc(Br)cc21 (centres undefined),.,-6
CN(Cc1ccccc1)C(=O)Cn1nc(C(F)(F)F)c2c1CCC2,.,-10
CCOC(=O)c1cc2sccc2n1CC(=O)c1ccc2c(c1)OCCO2,-12,16
CN(CC(=O)N1CCCC1)S(=O)(=O)c1ccc(Cl)cc1,.,6
COc1ccccc1N1CCN(CCCOc2ccc(F)cc2)CC1,.,3
CC(C)(C)C(=O)C(Cc1ccccc1)n1cncn1 (centres undefined),.,-1
CCOC(=O)N1CCC(NC(=O)C2=C(C)C(=O)OC23CCC(C)CC3)CC1 (centres undefined),-4,7
CCOc1ccccc1N(CC(=O)O)S(=O)(=O)c1ccccc1,-5,0
Cn1c(CNC(=O)C(C)(C)C)nc2ccccc21,-4,6
O=C(CN1CCOCC1)Nc1c2c(nc3ccccc13)N(Cc1ccccc1)CC2,4,4

Going on with the list.
SMILES,HIV RNase H inh,RmlCD inh mix
CCC(NC(=O)c1ccccc1NC(=O)c1ccc(C)cc1)C(=O)O (centres undefined),.,-7
CCOc1nc(NCCN2CCOCC2)nc(NC(C)C)n1,.,-5
COc1ccc(C(=O)Nc2cc3c(cc2Cl)OCCCO3)cc1,.,-13
O=S(=O)(c1cc(Cl)ccc1Cl)N1CCCCC1,-42,-10
O=C(O)C1C2C=CC(C2)C1C(=O)NC1CCS(=O)(=O)C1 (centres undefined),-3,-6
COc1ccc(N2CCN(c3nc(NC(C)(C)C)nc(N4CCCCC4)n3)CC2)cc1,7,-12
CCCCOc1ccc(-c2cc(C(=O)NNC(=S)NCC)c3ccccc3n2)cc1,.,-9
C[C@@H](C(=O)NCCc1c[nH]c2ccccc12)[C@@H]1C[C@@]1(C)[C@@H](NC(=O)OCc1ccccc1)c1ccccc1,.,10
COCCn1c(N2CCN(c3ccc(OC)cc3)CC2)nc2c1c(=O)n(C)c(=O)n2C,-6,-8
CS(=O)(=O)Nc1ccc(C(=O)NCC2CCCO2)cc1 (centres undefined),-4,-3
CCCCC(=O)OCC(=O)c1ccc(OCC)cc1,.,2
Cc1cccc(NC(=O)Cn2cnc3c(cnn3-c3ccc(F)cc3)c2=O)c1C,6,10

Next part.
Each structure is followed by: HIV RNase H inh | RmlCD inh mix
- Cc1nn(C)cc1C1C2=C(CC(C)(C)CC2=O)N(c2ccccc2)C2=C1C(=O)CC(C)(C)C2
  . | -2
- O=C(CSc1nc(-c2ccncc2)nn1CC(=O)N1CCCCC1)NC1CCCC1
  -8 | 4
- NC(=O)[C@H]1CC2(CC(c3cccc(NC(=O)COc4ccc(Cl)cc4)c3)=NO2)CN1C(=O)c1ccccc1C(=O)c1ccccc1 (some centres undefined)
  . | 3
- CC1CCCC(NC(=O)C2CCCN2S(=O)(=O)c2cccc3nsnc23)C1C (centres undefined)
  . | 11
- CCCCOc1ccc(C(=O)Nc2ccc(N3CCN(C(=O)C(C)C)CC3)cc2)cc1
  20 | 8
- O=C(NCCCn1ccnc1)c1cccc(S(=O)(=O)N2CCCCCC2)c1
  . | -7
- COc1cccc(OC)c1NC(=O)CN1CCC(NC(=O)c2cccc(F)c2)CC1
  . | -9
- Cc1ccc(Cl)cc1NC(=O)N[C@@H](C)C(=O)O
  . | 8
- COc1ccc(CNC(=O)COC(=O)c2c(-c3c(F)cccc3Cl)noc2C)cc1OC
  . | 7
- O=C1CCc2cc(S(=O)(=O)NC(Cc3ccccc3)C(=O)NCCC3=CCCCC3)ccc2N1 (centres undefined)
  . | -18
- CC(=O)Nc1cc(S(=O)(=O)Nc2ccc(C)cc2)c(C)cc1C
  . | 0
- Cc1cc(=O)[nH]c(-n2[nH]c3c(c2=O)CCCC3)n1
  . | -3
- Cc1cc(N2CCN(c3ccccc3)CC2)n2cc(-c3ccccc3)nc2n1
  . | 14
- CCOC(=O)c1cc2c(=O)n3cccc(C)c3nc2n(CCc2ccccc2)c1=N
  -22 | .
- COC(=O)CCCCCC(CCC(=O)OC)NC(C)=O (centres undefined)
  -11 | -9
- CN(C)CCCNC(=O)c1cc(S(=O)(=O)N2CCOCC2)ccc1F
  . | -11
- CC(=O)NCCn1c(SCC(=O)NCC2CCCO2)nc2ccccc2c1=O (centres undefined)
  -9 | -11
- COc1ccc(S(=O)(=O)N2CCC(C(=O)NCC3CCCO3)CC2)cc1 (centres undefined)
  . | 7
- COCCNC(=S)NNC(=O)c1ccco1
  . | 3
- Cc1cccc(OCC(=O)N2CCC(c3ccccc3)C2)c1 (centres undefined)
  -17 | -17

In the list so far, these contain an aryl thioether with sulfur outside any ring.
Each structure is followed by: HIV RNase H inh | RmlCD inh mix
- CSc1c(-c2ccccc2)nc2ccccc2c1C(=O)O
  . | -9
- COc1ccc(NC(=O)C(C)Sc2ccccc2)cc1 (centres undefined)
  . | 25
- O=C(CSc1ccc2nnc(-c3ccncc3)n2n1)Nc1ccc2c(c1)OCCO2
  -1 | 9
- CCN(CC)C(=O)CSc1ncnc2c(-c3cccs3)nsc12
  -5 | -7
- CCOc1cc(C#N)c(NC(=O)CSc2nnnn2-c2ccc(OC)cc2)cc1OCC
  -71 | 1
- O=C(CSc1nc(-c2ccncc2)nn1CC(=O)N1CCCCC1)NC1CCCC1
  -8 | 4
- CC(=O)NCCn1c(SCC(=O)NCC2CCCO2)nc2ccccc2c1=O (centres undefined)
  -9 | -11

Next structures.
Each structure is followed by: HIV RNase H inh | RmlCD inh mix
- COc1ccc(NC(=O)C23CC4CC(C2)CC(n2cnc(Br)n2)(C4)C3)c(C)c1
  . | -3
- CCCCN1C(N)=NC[C@@H]1C(C)O (some centres undefined)
  . | 4
- COc1ccc(S(=O)(=O)NNC(=O)c2cc3c4ccccc4n(C)c3s2)cc1
  . | -4
- CCCCCCn1c(=O)c(C(=O)Nc2ccncc2)c(O)c2ccccc21
  69* | .
- CCOC(=O)C1=C(C)NC(=O)NC1c1ccc(OCC(=O)Nc2ccccc2)c(OC)c1 (centres undefined)
  -19 | 15
- COc1ccccc1C(=O)NC(C)c1ccccc1 (centres undefined)
  . | 5
- Cc1cc(NC(=O)CSc2nnc3c(C)cc4cc(C)c(C)cc4n23)no1
  27 | 11
- O=C(O)c1c[nH]ccc1=O
  -23 | 3
- CC(NC(=O)c1ccc2c(c1)OCCO2)C(=O)O (centres undefined)
  -6 | 4
- COCCn1c(=S)[nH]c2cc(OC)c(OC)cc2c1=O
  -7 | 23
- Cn1nnnc1SCC(=O)Nc1ccc(Cl)cc1Cl
  -6 | .
- Cc1ccc(NC(=O)CCn2cnc3cc(C)c(C)cc32)cc1
  . | -8
- CC1(C)COC(Nc2cccc(Cl)c2)=N1
  . | 8
- COc1cc(NC(C)C(=O)N2CC(C)OC(C)C2)cc(OC)c1 (centres undefined)
  . | -2
- CC12CCC(C(=O)N(NC(=O)c3cc(Cl)ccc3O)C1=O)C2(C)C (centres undefined)
  . | -16
- Cn1c(CCN2CCCCC2)nc2cc(NS(=O)(=O)c3ccc(F)cc3)ccc21
  1 | 15
- CC(C)=CC(=O)Nc1ccccc1Br
  -6 | -9
- COc1ccc2c(c1)c1c(n2C(C)=O)C(OC(C)=O)=NCC1
  -22 | -4
- Cc1nnc(SCC(=O)Nc2ncc3c(n2)CCCC3=O)s1
  -6 | -9
- CCOC(=O)CSc1nc2c(sc3ccccc32)c(=O)n1CCCN1CCOCC1
  -12 | 4

(cont.)
Each structure is followed by: HIV RNase H inh | RmlCD inh mix
- O=C1c2ccccc2CCC12N=NCC2c1ccc(Cl)cc1 (centres undefined)
  . | i
- Cc1nc(N2CCN(C(=O)COc3ccccc3)CC2)c2c(C)c(C)sc2n1
  . | -12
- Cc1cc(OC(=O)c2cccs2)ccc1C(C)C
  . | -13
- CCOC(=O)c1c(NC(=O)c2ccc(N3CCOCC3)c([N+](=O)[O-])c2)sc(C)c1C
  . | 4
- CCCCOC(=O)c1[nH]c(C)c(C(=O)OC)c1C
  -8 | 7
- CCOc1ccc(S(=O)(=O)NCC2CCCO2)c2cccnc12 (centres undefined)
  2 | 3
- FC(F)(F)c1ccccc1C1=CC(c2ccccc2)n2ncnc2N1 (centres undefined)
  . | 6
- CCOC(=O)Nc1ccc2c(c1)N(C(=O)N(CC)CC)c1ccccc1CC2
  -5 | .
- COc1ccc2oc(C(=O)c3ccccc3)c(NC(=O)CN3CCN(C)CC3)c2c1
  -35 | .
- CCOc1ccccc1OCC(=O)Nc1ccc(S(=O)(=O)N(C)C)cc1
  -14 | .
- O=C(Nc1ccccc1)O/N=C/c1ccncc1
  . | -8
- O=C(NC(=S)Nc1nc(-c2ccccc2)cs1)c1cncc(Br)c1
  . | -8
- COC(C[C@@H](O)C[C@@H](O)[C@H](C)OCc1ccccc1)OC
  . | 1
- COc1ccc(Nc2cc(C)nc3ccccc23)cc1
  -6 | -7
- C=CCn1c(SCC(=O)Nc2nnc(CC)s2)nnc1-c1ccco1
  7 | -13
- CCOc1ccc(OCC)c(S(=O)(=O)N2CCC(C)CC2)c1
  . | 11
- CCOc1cc(CN2CCN(c3ccc(C(C)=O)cc3)CC2)ccc1OC
  -3 | 12
- CCOc1cc(/C=N/O)cc(Cl)c1OC
  . | -30
- Fc1cccc(Nc2cc(-n3cccn3)ncn2)c1
  -30 | -18
- CC(=O)NC(Cc1ccccc1)C(=O)NC1CCN(C(=O)c2cnccn2)CC1 (centres undefined)
  -14 | -20

Another view of part of the listing above.
smiles: COc1ccc(Nc2cc(C)nc3ccccc23)cc1
  HIV RNase H inh = -6
  RmlCD inh mix = -7
smiles: C=CCn1c(SCC(=O)Nc2nnc(CC)s2)nnc1-c1ccco1
  HIV RNase H inh = 7
  RmlCD inh mix = -13
smiles: CCOc1ccc(OCC)c(S(=O)(=O)N2CCC(C)CC2)c1
  HIV RNase H inh = .
  RmlCD inh mix = 11
smiles: CCOc1cc(CN2CCN(c3ccc(C(C)=O)cc3)CC2)ccc1OC
  HIV RNase H inh = -3
  RmlCD inh mix = 12

Going on with the list:
Each structure is followed by: HIV RNase H inh | RmlCD inh mix
- CC(C)(CO)NCc1cc(Br)ccc1OCc1ccccc1
  . | -18
- Clc1ccc(-c2nc(-c3ccccn3)no2)cc1Cl
  -11 | -15
- Cc1cc(C)c(S(=O)(=O)NCC(=O)O)cc1C
  . | -9
- Cc1nn(C)c(C)c1/C=N/NC(=O)C(C)(C)Oc1ccc(Cl)cc1
  . | -5
- CCNc1nc(NCC)nc(N(C)n2cnnc2)n1
  -6 | 5
- COC(=O)c1cc(OC)c(OC)cc1NC(=O)c1ccc(OC)cc1
  . | -14
- O=c1c(C=NCCCn2ccnc2)c(-c2ccccc2)[nH]n1-c1nc2ccccc2s1
  15 | -3
- Cn1c(N/N=C/c2ccccc2)nc2sc3c(c2c1=O)CCC3
  . | -15
- CCC1(CC)Cc2ccccc2-c2nc(-c3ccccc3)oc(=O)c21
  . | 5
- O=C(c1ccco1)N1CCN(c2ncnc3c2nnn3Cc2ccccc2Cl)CC1
  . | 29

Entries of single compounds, quoted from the list. Screens in order: HIV RNase H inh	RmlCD inh mix
Record of `Cc1cc(C)c(S(=O)(=O)NCC(=O)O)cc1C` → .	-9
Record of `CCNc1nc(NCC)nc(N(C)n2cnnc2)n1` → -6	5
Record of `CC(C)(CO)NCc1cc(Br)ccc1OCc1ccccc1` → .	-18
Record of `O=C(c1ccco1)N1CCN(c2ncnc3c2nnn3Cc2ccccc2Cl)CC1` → .	29

Only part of the results is shown, so the mix of outcomes need not match the whole.
